USP2a inhib – blocks human ubiquitin-specific protease USP2a | O75604 | Potency, µM (highest dose often 38.3 µM), for inactives: at the top dose activity change, negative = inhibition, most hits filed as inhibitors | hit rate 0.1% among 60,000 | USP2a enzymatic assay, qHTS inhibition;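 note: potency is the fitted concentration of half-maximal effect; nearly all actives have a fitted effect of over 60% in size; plate controls were DMSO for no effect and NEM full inhibition control for full effect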
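Coupled readout: USP2-cleaved Ub-PLA2 (20nM final) turns over NBD C6-HPC (20uM final), Ex 460nm/Em 535nm after 2.5 h, time-zero read flagging artifacts. Enzyme (20nM final, pH 8.0 Tris) given 30 min RT with compound first; NEM defines full inhibition.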
HADH2 inhib – HADH2 (human) dehydrogenase inhibition; Q99714; hit rate 3.4% among 73,000; recombinant HADH2, NADH fluorescence, beta-hydroxybutyryl-CoA; Potency, µM (titrated, usually from 57.1 µM), for inactives: at the highest dose activity change, negative = inhibition, hits mostly inhibitors; note: potency is the fitted concentration of half-maximal effect; % is set by controls: 0 for no effect and ±100 for the full control effect; nearly all actives have a fitted effect of over 60% in size; many of its hits are not listed in these tables
Target sequence (Q99714 whole entry, looked up, one chain of several): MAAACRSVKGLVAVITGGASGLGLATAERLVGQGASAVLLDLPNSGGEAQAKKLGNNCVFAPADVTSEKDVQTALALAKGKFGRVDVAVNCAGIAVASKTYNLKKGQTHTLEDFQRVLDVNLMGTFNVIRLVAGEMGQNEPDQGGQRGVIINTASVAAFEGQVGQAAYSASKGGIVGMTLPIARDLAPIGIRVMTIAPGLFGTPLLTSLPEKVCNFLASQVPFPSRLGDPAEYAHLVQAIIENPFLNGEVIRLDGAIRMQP
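E. coli-expressed His-tagged HADH2 tested at 20 nM in alkaline Tris buffer (pH 9.0); oxidation of 90 uM beta-hydroxybutyryl-CoA with 1 mM NAD+ tracked fluorimetrically for 4 min.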
BRCT inh green – BRCA1 BRCT-phosphoprotein interaction inhibition. BRCA1 BRCT-phosphopeptide binding, green fluorescence polarization. Potency, µM (top dose mostly 76.9 µM), inactives show at the top dose activity change, negative = inhibition, usual class: inhibitors. hit rate 0.05% among 75,000. AID 875;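 note: potency is the fitted concentration of half-maximal effect; plate controls were peptide without protein for full effect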
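Fluorescence polarization: His-tagged BRCT (~35 kDa BRCA1 C-terminus, 250 nM) bound to 100 nM fluorescein-labeled phosphorylated 10-aa BACH1 peptide, pH 7.3 phosphate buffer with DTT and Tween 20. Compounds incubated 12 min at room temperature; inhibition read as lowered polarization.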
Tau fil binding – binders of human tau filaments; P10636; recombinant tau filaments, thioflavin S fluorescence, 15 h; filaments grown with octadecylsulfate alongside compound; Potency, µM (highest dose often 57.1 µM), for the others: top-dose activity change, negative = inhibition; hit rate 2% among 71,000;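 note: potency is the fitted concentration of half-maximal effect; % is set by controls: 0 for no effect and ±100 for the full control effect; actives lower thioflavin S fluorescence by blocking filaments or displacing dye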
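ThS-based fibril read: tau 1 uM final, inducer ODS 30 uM final, 37 C for 15 h, ex 450/em 510 nm.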
BRCT inh red – disrupts BRCA1 BRCT binding to phosphoprotein, red fluorophore readout; Potency, µM (doses to about 76.9 µM), for inactives: at the top dose activity change, negative = inhibition, most hits filed as inhibitors; P38398; hit rate 0.03% among 75,000; BRCT-phosphopeptide binding, red fluorescence polarization; note: % is set by controls: 0 for no effect and ±100 for the full control effect
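Rhodamine-labelled pBACH1 10-mer (100 nM) bound to BRCT domain (100 nM) at pH 7.3; compounds incubated 12 min room temperature, polarization read. Free peptide defines full inhibition; unlabelled decapeptide titrated as control.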
Casp7 inh – caspase-7 (human) inhibition, allosteric or competitive; recombinant caspase-7, Ac-DEVD-AFC fluorescence rate; Potency, µM (highest dose often 57.5 µM), for inactives: at the highest dose activity change, negative = inhibition, actives largely listed as inhibitors; hit rate 0.02% among 75,000; active = well fitted inhibition curve with a large enough effect in the main read-out, with a control signal flat, not every such curve was filed as active; inconclusive = small, poorly fitted or top-dose-only effect, or a change in a side signal; note: potency is the fitted concentration of half-maximal effect; % of control where 0% means no effect
ALOX15 inhib – blocks human 15-lipoxygenase activity. P16050. purified 15hLO-1, xylenol orange hydroperoxide absorbance. Potency, µM (doses to about 57.1 µM), inactives show top-dose activity change, negative = inhibition, actives largely listed as inhibitors. hit rate 1.4% among 74,000. AID 887; note: potency is the fitted concentration of half-maximal effect; % is set by controls: 0 for no effect and ±100 for the full control effect; nearly all actives have a fitted effect of over 55% in size
Target sequence (P16050 whole entry, looked up): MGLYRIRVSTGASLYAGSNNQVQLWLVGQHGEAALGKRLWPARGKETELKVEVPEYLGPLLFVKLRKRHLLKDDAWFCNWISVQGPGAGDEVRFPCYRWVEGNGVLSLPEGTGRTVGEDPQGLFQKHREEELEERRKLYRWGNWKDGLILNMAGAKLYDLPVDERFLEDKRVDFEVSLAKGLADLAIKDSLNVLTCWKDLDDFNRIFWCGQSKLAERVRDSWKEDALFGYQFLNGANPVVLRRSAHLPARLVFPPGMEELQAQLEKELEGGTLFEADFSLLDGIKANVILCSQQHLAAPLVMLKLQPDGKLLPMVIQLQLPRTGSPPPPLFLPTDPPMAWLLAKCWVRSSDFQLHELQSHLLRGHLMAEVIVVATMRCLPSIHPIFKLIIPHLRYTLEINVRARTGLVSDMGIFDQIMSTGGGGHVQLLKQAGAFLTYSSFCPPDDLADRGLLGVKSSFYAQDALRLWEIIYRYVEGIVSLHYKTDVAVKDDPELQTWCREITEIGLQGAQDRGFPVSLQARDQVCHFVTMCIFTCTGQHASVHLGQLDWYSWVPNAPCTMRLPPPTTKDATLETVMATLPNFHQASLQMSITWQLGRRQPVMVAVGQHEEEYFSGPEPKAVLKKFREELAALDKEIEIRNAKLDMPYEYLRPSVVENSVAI
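Quantitative HTS in 25 mM Hepes pH 7.5 containing 0.01% Triton X-100: human 15hLO-1 at 40 nM, arachidonic acid at 50 uM, 6 min turnover. Product quantified via ferrous oxidation/xylenol orange, 573:405 nm absorbance ratio.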
Caspase-1 inhib – blocks human caspase-1 allosterically or competitively; Caspase-1 enzyme, Ac-WEHD-AFC fluorogenic rate; Potency, µM (titrated, usually from 57.5 µM), for the others: top-dose activity change, negative = inhibition, actives largely listed as inhibitors; hit rate 0.03% among 75,000; AID 900;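 note: potency is the fitted concentration of half-maximal effect; plate controls were vehicle for no effect and no substrate for full effect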
DNA Pol III inh – inhibitors of bacterial DNA polymerase III holoenzyme; reconstituted DNA polymerase III holoenzyme replication, biochemical; Potency, µM (highest dose often 57.1 µM), without a hit: at the top dose activity change, negative = inhibition; hit rate 0.25% among 71,000; AID 603; note: potency is the fitted concentration of half-maximal effect; % is set by controls: 0 for no effect and ±100 for the full control effect
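Reconstituted *E. coli* holoenzyme (0.35 nM Pol III, 1 nM beta, 154 nM SSB, 2 nM primase) was preincubated with compound for 15 min at RT. Synthesis on 1.4 nM ssM13Gori ran 35 min, then was stopped with PicoGreen/EDTA and read as dsDNA fluorescence.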
Rhodamine autofl – compound fluoresces in the rhodamine spectral region; Rhodamine-region fluorescence, 547/598 nm, Tris buffer; active compounds read high; max dye-equivalent concentration, M; hit rate 0.05% among 59,000; in the data active = max dye-equivalent concentration above about 11 nM; inconclusive = between about 1.1 nM and that limit
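qHTS spectral profiling of compounds without any target or enzyme present, in pH 8.0 Tris buffer; plates were read after a 15-minute room-temperature incubation using the rhodamine-region filter set.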
HEK293 cAMP cs – parental HEK293 cAMP activation (counter-screen). Potency, µM (titrated, usually from 57.1 µM), for inactives: at the top dose activation, most hits filed as activators. parental HEK293 CNG cAMP sensor, membrane potential fluorescence. hit rate 2.5% among 73,000. AID 938; note: potency is the fitted concentration of half-maximal effect; % of control where 0% means no effect; nearly all actives have a fitted effect of over 55% in size
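Parental HEK 293 cells stably expressing a cAMP-gated CNG channel were loaded with membrane potential dye containing 100 uM RO 20-1724 for 60 min. Compound added for 30 min; depolarization read as fluorescence intensity at 590 nm.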
Active calls of the source: *; i = inactive; ? = inconclusive; / = no result given; [ ] = remark or other dose. Unless noted, calls come from the whole dose curve; as a rule, active = well fitted curve in the direction sought with a large enough effect; inconclusive = small, poorly fitted or top-dose-only effect, or another doubt; inactive = no such curve, though single readings can be large; an effect the other way counts as inactive or inconclusive. An excerpt (hit frequency here may not be typical).

Structure	USP2a inhib	HADH2 inhib	BRCT inh green	Tau fil binding	BRCT inh red	Casp7 inh	ALOX15 inhib	Caspase-1 inhib	DNA Pol III inh	Rhodamine autofl	HEK293 cAMP cs
CN(Cc1ccco1)c1ncncc1-c1ccoc1	-5%	?	-2.1%	119%	-1.3%	-12%	?	-6%	-2%	i	11%
O=c1c2cc(N3CCOCC3)ccc2[nH]c(=S)n1CCCN1CCN(c2ccccc2F)CC1	9%	3%	-1.7%	2%	-0.2%	-6%	6%	-7%	-9%	i	-8%
O=S(=O)(c1cccc2cnccc12)N1CCNCC1	/	6%	-0.2%	?	-0.9%	-4%	7%[25.6 µM]	0%	0%	/	3%
Cc1nn(Cc2ccccc2)c(Cl)c1C(=O)OCc1nnc(-c2ccc(Cl)cc2)o1	23%	-6%	0.8%	17%	2.6%	-9%	-11%	-5%	-7%	i	25µM*
Cc1ccc(Cn2nnc3c(=O)n(CC(=O)NCC4CCCO4)cnc32)cc1 (stereo not drawn)	2%	10%	0.0%	0%	-0.8%	0%	2%	0%	-4%	i	10%
Cc1cnc(CNc2ncnc3ccc(-c4ccc(N(C)C)cc4)cc23)cn1	238%[activator]	?	-1.1%	25µM*	-4.6%	-4%	?	-2%	0%	i	-8%
COc1ccc(NC(=O)Cn2nnc(C(=O)NCc3ccccc3)c2N)cc1Cl	-11%	12%	-2.5%	45%	-2.2%	-2%	0%	-2%	-1%	i	-1%
O=C(Nc1ccc2c(c1)OCCO2)c1ccc(CN2CCOCC2)cc1	-3%	-12%	-0.4%	2%	0.5%	1%	3%	-1%	-5%	i	10%

Single records, from the list above:
Cc1cnc(CNc2ncnc3ccc(-c4ccc(N(C)C)cc4)cc23)cn1 is entered as USP2a inhib = 238%[activator]; HADH2 inhib = ?; BRCT inh green = -1.1%; Tau fil binding = 25µM*; BRCT inh red = -4.6%; Casp7 inh = -4%; ALOX15 inhib = ?; Caspase-1 inhib = -2%; DNA Pol III inh = 0%; Rhodamine autofl = i; HEK293 cAMP cs = -8%
Cc1ccc(Cn2nnc3c(=O)n(CC(=O)NCC4CCCO4)cnc32)cc1 (stereo not drawn) is entered as USP2a inhib = 2%; HADH2 inhib = 10%; BRCT inh green = 0.0%; Tau fil binding = 0%; BRCT inh red = -0.8%; Casp7 inh = 0%; ALOX15 inhib = 2%; Caspase-1 inhib = 0%; DNA Pol III inh = -4%; Rhodamine autofl = i; HEK293 cAMP cs = 10%

(cont.)
Structure	USP2a inhib	HADH2 inhib	BRCT inh green	Tau fil binding	BRCT inh red	Casp7 inh	ALOX15 inhib	Caspase-1 inhib	DNA Pol III inh	Rhodamine autofl	HEK293 cAMP cs
CC(C)/C=C1\CCCCC1N(C)C(=O)NC(C)C (stereo not drawn)	4%	0%	-1.4%	-7%	-1.8%	1%	5%	1%	-11%	/	?
O=C(O)c1cc2ccccc2[nH]1	-4%	/	1.0%[3.08 µM]	/	-0.4%	-1%	9%	-1%	/	/	/
O=C(CSc1nnnn1Cc1ccccc1)Nc1ccc2c(c1)OCCO2	7%	-3%	-1.6%	8%	-1.4%	0%	-1%	0%	-3%	i	4%
Cn1nnnc1SCCNCc1ccncc1	-3%	-4%	1.4%	5%	0.1%	2%	-12%	1%	0%	i	4%
O=C(C1CCCCC1)N1CCC(c2nc3c(nnn3Cc3ccccc3Cl)c(=O)[nH]2)CC1	34%[activator]	-5%	9.8%	48%	0.6%	?	-12%	0%	5%	i	18%
N#Cc1ccc(COC(=O)c2ccc3c(=O)[nH]c(CN4CCOCC4)nc3c2)cc1	32%[activator]	13%	-5.9%	-7%	-1.5%	-2%	6%	-1%	-6%	i	-12%
CCCC1(C(=O)OC)NC(c2ccco2)C2C(=O)N(c3ccc(C)cc3)C(=O)C21 (stereo not drawn)	2%	2%	0.8%	3%	0.4%	1%	9%	-1%	-1%	i	?
COc1cccc(C(c2nnnn2C(C)(C)C)N2CCN(C3CCCCC3)CC2)c1OC (stereo not drawn)	10%	4%	-1.4%	-6%	-0.7%	-12%	14%	-3%	-4%	i	?
O=C(Cn1cnc2c(nnn2Cc2ccc(F)cc2)c1=O)NCC1CCCO1 (stereo not drawn)	8%	3%	-2.5%	1%	1.3%	2%	-2%	1%	-2%	i	-3%
CCn1c(SCc2nc3ccccc3[nH]2)nnc1-c1ccncc1	21%	0%	-0.4%	-6%	-3.5%	-3%	14%	-5%	2%	i	2%
CC(=O)c1ccc(OC(C)C)c(CSc2nc(O)cc(=O)[nH]2)c1	-13%	-14%	-1.1%	3%	1.4%	-6%	-7%	-3%	-7%	/	10%
COC(=O)c1ccccc1NC(=O)NCc1ccc2c(c1)OCO2	-2%	14%	-0.9%	-7%	1.2%	-1%	12%	-1%	-3%	i	5%
CCOc1ccc(OCc2ccc(C(=O)N3CCCC3)o2)cc1	10%	-3%	-0.8%	7%	1.2%	0%	5%	1%	-4%	i	12%
O=C(NCc1ccc(F)cc1)c1cc2ccccn2n1	/	-25%	1.6%	13%	-0.3%	-1%	-2%	-2%	-3%	/	13%
CCOC(=O)c1cc2sc(C)cc2n1C(C)C(=O)OCC (stereo not drawn)	-18%	-2%	0.6%	6%	-1.5%	-2%	-4%	-1%	-3%	i	?
CN(C(=O)c1ccno1)c1nnc(-c2ccccn2)s1	-23%	25µM*	-1.2%	1%	-0.8%	1%	3%	1%	-5%	i	-2%
O=C(O)CNC1=NCCCCC1	-6%	-1%	2.5%	8%	3.0%	1%	5%	2%	-2%	i	4%
CCC(C)(C)NC(=O)CN(C(=O)c1snc(C(N)=O)c1N)c1ccc2c(c1)OCCO2	18%	9%	1.5%	-4%	0.1%	-1%	-1%	4%	-4%	i	?
CCOc1cccc(C(=O)Nc2cccc(-c3nc4ncccc4o3)c2C)c1	34%[activator]	40%[activator]	1.4%	25%	-2.0%	0%	0%	-2%	-6%	i	?
Cc1csc2nc(CNC(=O)c3ccco3)cn12	-1%	-2%	1.7%	-2%	0.8%	-5%	2%	1%	-1%	i	5%
COc1ccc2c(c1)OC/C(=C\c1ccc(OC)c(O)c1)C2=O	37%[activator]	/	-5.1%[3.08 µM]	/	-3.2%	-7%	?	0%	/	/	/
O=C(COC(=O)c1cncc(Br)c1)NCCC1=CCCCC1	5%	3%	-0.6%	-6%	-0.4%	3%	?	-3%	-1%	i	14%
Cc1ccnc(NS(=O)(=O)c2ccc(NC(=O)C3CCCO3)cc2)n1 (stereo not drawn)	0%	-4%	-0.5%	-3%	0.3%	-2%	13%	-3%	-12%	/	22%
Cn1c(=O)[nH]c(=O)c2c1nc(N1CCNCC1)n2CCOc1ccccc1	-6%	0%	-0.3%	6%	0.8%	4%	2%	2%	-1%	i	-5%
Cc1ccc(CCNC(=O)c2nnn(-c3cc(C)cc(C)c3)c2N)cc1	-7%	9%	-0.8%	72%	1.1%	-4%	-18%	-3%	8%	i	8%
O=C(O)c1cc(C(=O)O)cc(N2C(=O)c3ccccc3C2=O)c1	/	5%[11.4 µM]	-0.9%[15.4 µM]	-3%[11.4 µM]	1.4%[15.4 µM]	2%[11.5 µM]	-2%[11.4 µM]	1%[11.5 µM]	-10%[11.4 µM]	i	8%[11.4 µM]
COCCN1Cc2cccc(C(=O)Nc3c(C)cc(C)cc3C)c2C1=O	0%	1%	-0.2%	1%	0.9%	-1%	13%	-2%	-2%	i	-1%
O=S(=O)(O)c1cc(S(=O)(=O)O)c2c(N=Nc3cccc4ccccc34)c(O)ccc2c1	/	-10%[11.4 µM]	-3.8%[15.4 µM]	4µM*	0.7%[15.4 µM]	-1%[11.5 µM]	-6%[11.4 µM]	3%[11.5 µM]	-7%[11.4 µM]	i	8%[11.4 µM]
CCC(=O)OCC(=O)C1(OC(=O)CC)C(C)CC2C3C(Cl)CC4=CC(=O)C=C[C@@]4(C)C3C(O)C[C@@]21C (stereo partly drawn)	56%[activator]	/	-0.6%[3.08 µM]	/	0.1%	0%	-6%	-1%	/	/	/
O=C(Nc1cccnc1)c1cc(-c2ccc(Br)cc2)on1	/	-2%	-1.5%	80%	0.4%	1%	-8%	-2%	-6%	/	5%
Cc1ccc(Cl)cc1N1CCN(S(=O)(=O)c2cnc[nH]2)CC1	/	2%	-0.7%	5%	0.4%	-1%	1%	-2%	-5%	/	-7%

Compound activity (PubChem)
